APE1 inh = qHTS Assay for Inhibitors of the Human Apurinic/apyrimidinic Endonuclease 1 (APE1) | recombinant APE1, TAMRA/BHQ-2 abasic DNA cleavage fluorescence | 350,000 tested, 0.35% active | AID 2517, 2012 | Potency, µM (highest dose often 65.8 µM), inactives show at the top dose activity change, negative = inhibition, most hits filed as inhibitors;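 note: plate controls were vehicle for no effect and reference inhibitor for full effect; nearly all actives have a fitted effect of over 55% in size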
Target sequence (P27695 whole entry, looked up): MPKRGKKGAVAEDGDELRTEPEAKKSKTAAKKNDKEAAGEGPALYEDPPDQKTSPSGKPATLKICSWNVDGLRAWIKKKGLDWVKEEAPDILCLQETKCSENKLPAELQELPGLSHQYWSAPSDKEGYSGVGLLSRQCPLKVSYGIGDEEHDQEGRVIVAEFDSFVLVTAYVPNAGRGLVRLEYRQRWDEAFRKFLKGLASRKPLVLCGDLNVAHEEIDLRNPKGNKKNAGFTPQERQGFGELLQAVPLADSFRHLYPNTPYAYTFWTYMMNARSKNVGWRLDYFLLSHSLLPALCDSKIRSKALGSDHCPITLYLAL
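Enzyme (0.75 nM final) and test compound are incubated 15 min at room temperature before adding 50 nM quenched THF abasic-site duplex. Cleavage dequenches TAMRA, followed at 525/598 nm over three reads one minute apart.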
POLB inh = qHTS Assay for Inhibitors of DNA Polymerase Beta; 340,000 tested, 1.3% active; Pol beta primer extension/strand displacement, fluorescence kinetic; P06746; Potency, µM (titrated, usually from 114 µM), inactives show at the highest dose activity change, negative = inhibition, hits mostly inhibitors; note: % is set by controls: 0 for no effect and ±100 for the full control effect
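Pol beta (10 nM) and compounds were preincubated 15 min at room temperature, then 50 nM substrate (final) started primer extension/strand displacement. Reads were taken at 0 and 10 min; concentration-response data were fitted to a four-parameter Hill equation.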
Apoferritin bind = qHTS Assay for Identification of Novel General Anesthetics | Ferritin light chain (Equus caballus), P02791 | 350,000 tested, 0.074% active | AID 485281, 2010 | Potency, µM (doses to about 77.5 µM), for the others: top-dose activity change, negative = displacement, most hits filed as inhibitors | apoferritin/1-aminoanthracene competitive binding, fluorescence; note: % is set by controls: 0 for no effect and ±100 for the full control effect; nearly all actives have a fitted effect of over 20% in size
Target sequence (P02791 2-175 limits assumed): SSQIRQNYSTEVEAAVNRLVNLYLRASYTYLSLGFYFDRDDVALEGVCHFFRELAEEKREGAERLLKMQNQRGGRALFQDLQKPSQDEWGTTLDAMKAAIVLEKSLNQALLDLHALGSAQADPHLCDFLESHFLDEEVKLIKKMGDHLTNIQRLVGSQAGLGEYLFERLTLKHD
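Probe: 1-aminoanthracene (50% saturated, PBS). Protein: horse-spleen apoferritin, 10 uM. Incubation: 10 min, room temperature. Detection: 380 nm excitation, 535 nm emission. Analysis: normalized response, four-parameter Hill.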
G9a block = qHTS Assay for Inhibitors of Histone Lysine Methyltransferase G9a; Histone-lysine N-methyltransferase EHMT2 (Homo sapiens), Q96KQ7; G9a H3K9 monomethylation, AlphaScreen, 2 h; Potency, µM (top dose mostly 102 µM), for inactives: at the highest dose activity, negative = inhibition, actives largely listed as inhibitors; 350,000 tested, 8.8% active; note: % is set by controls: 0 for no effect and ±100 for the full control effect; nearly all actives have a fitted effect of over 75% in size
Target sequence (Q96KQ7 913-1193 limits assumed): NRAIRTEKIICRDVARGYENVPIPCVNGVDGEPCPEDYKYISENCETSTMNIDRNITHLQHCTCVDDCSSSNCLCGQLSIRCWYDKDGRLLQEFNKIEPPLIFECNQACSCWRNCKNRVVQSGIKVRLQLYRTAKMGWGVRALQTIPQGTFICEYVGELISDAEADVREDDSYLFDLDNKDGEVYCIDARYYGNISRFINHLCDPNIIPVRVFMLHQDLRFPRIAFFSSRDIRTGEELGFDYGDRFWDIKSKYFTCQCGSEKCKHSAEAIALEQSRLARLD
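Enzyme 20 nM + cpd, 15 min RT; add b-H3K9 pep 500 nM / SAM 20 uM; 2 h RT; anti-H3K9me1 Ab 0.5 ug/mL + SA donor / anti-rabbit acceptor beads 20 ug/mL each, 10 min; AlphaScreen read.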
BAZ2B inh = qHTS Assay for Inhibitors of BAZ2B | Bromodomain adjacent to zinc finger domain protein 2B (Homo sapiens), Q9UIF8 | AlphaScreen BAZ2B-H3K14Ac peptide displacement | Potency, µM (doses to about 114 µM), for inactives: at the top dose activity change, negative = inhibition, actives largely listed as inhibitors | 360,000 tested, 4.4% active | AID 504333, 2011; note: % is set by controls: 0 for no effect and ±100 for the full control effect; nearly all actives have a fitted effect of over 60% in size
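AlphaScreen displacement: compounds (up to 110uM) incubated 30 min at room temperature with a preformed 50 nM BAZ2B/50 nM biotinylated H3K14Ac peptide complex in PBS pH 7.4 with Tween-20. Donor and acceptor beads at 10 ug/mL final added, 20 min light-protected before reading.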
Pol kappa inh = qHTS for Inhibitors of Polymerase Kappa. 400,000 tested, 0.53% active. Potency, µM (highest dose often 107 µM), for inactives: top-dose activity, negative = inhibition, most hits filed as inhibitors. DNA polymerase kappa (Homo sapiens), Q9UBT6. purified Pol kappa, fluorescent DNA synthesis assay, 10 min; note: % is set by controls: 0 for no effect and ±100 for the full control effect
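10 nM Pol kappa preincubated 15 min at room temperature with compounds, then reaction started with substrate at 50 nM final. Fluorescence read kinetically at 0 and 10 min; buffer-only wells served as negative control.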
BLM helicase inh = qHTS Assay for Inhibitors of Bloom's syndrome helicase (BLM). AID 2528, 2010. recombinant BLM DNA unwinding, fluorescence dequenching. Potency, µM (series often up to 56.1 µM), for the others: at the top dose activity change, negative = inhibition, most hits filed as inhibitors. 350,000 tested, 0.2% active;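 note: plate controls were vehicle for no effect and no enzyme for full effect; nearly all actives have a fitted effect of over 35% in size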
POLI inh = qHTS for Inhibitors of Polymerase Iota; DNA polymerase iota (Homo sapiens), Q9UNA4; Pol iota fluorescent replication assay, 10 min; 390,000 tested, 1% active; Potency, µM (doses to about 115 µM), for inactives: at the top dose activity, negative = inhibition, hits mostly inhibitors
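Pol iota at 10 nM preincubated 15 min with compounds at room temperature; reaction started with fluorescent substrate, 50 nM final. Fluorescence read kinetically at 0 and 10 min; buffer-only wells as negative control.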
Pol eta inh = qHTS for Inhibitors of Polymerase Eta; recombinant Pol eta, fluorescent DNA replication assay; Potency, µM (series often up to 114 µM), for the others: at the highest dose activity change, negative = inhibition, usual class: inhibitors; 390,000 tested, 1.2% active; DNA polymerase eta (Homo sapiens), Q9Y253; note: % is set by controls: 0 for no effect and ±100 for the full control effect
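Fluorescent replication assay: 50 nM final substrate added after a 15 min room-temperature compound preincubation with 10 nM enzyme. Signal taken at 0 min and again at 10 min.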
Active calls of the source: *; ? = inconclusive; / = not tested or not shown; & = joins results of further samples; [ ] = remark or other dose. Calls come from the whole dose curve; as a rule, active = well fitted curve in the direction sought with a large enough effect; inconclusive = small, poorly fitted or top-dose-only effect, or another doubt; inactive = no such curve, though single readings can be large; an effect the other way counts as inactive or inconclusive. Potency is the fitted concentration of half-maximal effect. These rows are one share of the data (hit frequency here may not be typical).

SMILES	APE1 inh	POLB inh	Apoferritin bind	G9a block	BAZ2B inh	Pol kappa inh	BLM helicase inh	POLI inh	Pol eta inh
CCOc1nc(NC(=O)NS(=O)(=O)Oc2ccccc2Cl)nc(-c2ccccc2)n1	5%	4%&6%	-2%&-9%	-29%[59 µM]	-9%&-3%	-2%&-1%	0%&-1%	-7%&0%	-18%&-9%
CC(C)Oc1cccc(-c2nnc(SCC(=O)Nc3ccc4c(c3)OCCO4)n2N)c1	-2%	-7%	?	?	-36%	-14%	-2%	0%	-3%
O=C(Nc1ccc2c(c1)OCO2)N1CCC(CO)(CC2CCCCO2)CC1 (stereo not drawn)	-8%	29%	-10%	5%	-4%	-3%	-3%	63%[activator]	-6%
CCCc1cc(C(=O)NCCc2ccccc2)no1	1%	4%	-9%	-4%[59 µM]	5%	7%	-6%	19%	-4%
C/C(=N\O)c1ccc(Cl)cc1Cl	17%	41%	-7%	/	-2%	-6%	-8%	-4%[58.9 µM]	-18%
CCNC(=O)/C(=C/c1ccc2c(c1)OCO2)NC(=O)c1ccc(Br)cc1	-1%	2%	?	/	-29%	1%	8%	-11%	-14%
Oc1ccc(/C=N/NC(=S)NCCN2CCOCC2)c(O)c1	-3%	-2%	5%	?	10µM*	-5%	-3%	8%	1%
O=[N+]([O-])c1ccccc1Oc1ccccc1Cl	0%	-2%	?	-7%[59 µM]	7%	-7%	-17%	73%[activator]	-14%
COc1ccc(NC(=O)Cn2cccc2)cc1Cl	16%	48%	-22%	?	?	-7%	-3%	2%[58.9 µM]	-7%
CCc1ccc(CNC(=O)c2ccc(OC3CCN(C(=O)COC)CC3)cc2)nc1	4%	25%	-3%	/	-14%	-11%	1%	20%	-1%
COc1ccc(S(=O)(=O)n2cccc2)c(OC)c1	8%	1%	-12%	12%	-4%	-13%	-2%	124%[activator]	-11%
Nc1ccc(Oc2ccc3nc(-c4ccccc4)c(-c4ccccc4)nc3c2)cc1	-1%	25%	-12%	/	?	-3%	-11%	13%	-5%
Cc1nn(CC2CC2)c(=O)n1-c1ccc(Cl)cc1	6%	47%[activator]	-2%	-15%	?	-1%	-3%	52%[activator]	-8%
Cc1cc(/C([O-])=C(/C(=S)Nc2ccccc2)[n+]2ccccc2)c(C)n1-c1ccccc1	1%	7%	-14%	50µM*	?	-21%	-7%	31%[activator]	5%
OCC1(Cc2cccc(Cl)c2)CCCN(Cc2ccc(F)c(F)c2)C1 (stereo not drawn)	-12%	1%	-15%	/	23%	-10%	-1%	79%[activator]	?
COc1ccc(N2CCN(C(=O)c3ccc(C)cc3Cl)CC2)cc1	-3%	26%	-12%	?	?	-12%	2%	-6%	4%
O=C(C[C@H]1C/C=C\C[C@@H](Cc2ccc(F)cc2)C(=O)OC[C@H]2CCCN2C1=O)N[C@@H](CO)Cc1ccccc1	-7%	/	/	/	/	-16%	/	0%	-9%
COc1ccc2c(COC(=O)CNS(=O)(=O)c3ccc(C)c(C)c3)cc(=O)oc2c1	-17%	/	/	?	14%	-8%	/	12%	?
Cn1c2c(c(=O)[nH]c1=O)C(c1cccc(O)c1)C1=C(N2)c2ccccc2C1=O (stereo not drawn)	-2%	?	-16%	32µM*	?	-12%	-11%	8%	?
Cc1ccc(C)c(N2CCN(C(=O)C3CCN(c4nnc(N5CCCC5=O)s4)CC3)CC2)c1	-3%	-22%	-22%	5%	28%	-1%	2%	-1%	1%
CCn1ccnc1CN1CCc2c([nH]c3ccccc23)C1C1CCCCC1 (stereo not drawn)	-1%	?	-8%	45µM*	35µM*	-1%	-10%	0%	-18%
O=C(CN1C(=O)C2(SCC(=O)N2c2ccc(F)cc2)c2ccccc21)NCCc1ccccc1 (stereo not drawn)	/	32%	-9%	-10%[59 µM]	9%[57.1 µM]	-12%	-4%	1%	-11%
CCC(C)c1ccc(OCC(=O)Nc2ccc3[nH]c(=O)[nH]c3c2)cc1 (stereo not drawn)	-2%	-20%	-13%	11%[59 µM]	3%	-20%	-3%	20%	-3%
CCOC(=O)c1c(C)[nH]c(C(=O)COC(=O)C23CC4CC(CC(Cl)(C4)C2)C3)c1C	-5%	2%	-19%	-23%[59 µM]	-34%	-16%	-19%	4%	-9%
NC(=O)NCc1cccnc1	14%	19%	-4%	/	-5%	1%	-3%	29%	-7%

Entries listed so far that have fluorine, in the order listed:
SMILES	APE1 inh	POLB inh	Apoferritin bind	G9a block	BAZ2B inh	Pol kappa inh	BLM helicase inh	POLI inh	Pol eta inh
OCC1(Cc2cccc(Cl)c2)CCCN(Cc2ccc(F)c(F)c2)C1 (stereo not drawn)	-12%	1%	-15%	/	23%	-10%	-1%	79%[activator]	?
O=C(C[C@H]1C/C=C\C[C@@H](Cc2ccc(F)cc2)C(=O)OC[C@H]2CCCN2C1=O)N[C@@H](CO)Cc1ccccc1	-7%	/	/	/	/	-16%	/	0%	-9%
O=C(CN1C(=O)C2(SCC(=O)N2c2ccc(F)cc2)c2ccccc21)NCCc1ccccc1 (stereo not drawn)	/	32%	-9%	-10%[59 µM]	9%[57.1 µM]	-12%	-4%	1%	-11%

Other compounds follow:
SMILES	APE1 inh	POLB inh	Apoferritin bind	G9a block	BAZ2B inh	Pol kappa inh	BLM helicase inh	POLI inh	Pol eta inh
Cc1ccccc1OCCSc1nnc(-c2cccnc2)n1N	2%	-1%	-12%	-6%[59 µM]	-9%	-8%	-8%	2%	-2%
CCOC(=O)CS(=O)(=O)c1nc(-c2ccc(F)cc2)cc(C(F)(F)F)n1	-7%	-22%	2%	?	-3%	-15%	-3%	-6%	-4%
O=C(Cc1ccc(Cl)cc1)Nc1cccc(S(=O)(=O)Nc2ccccc2F)c1	?	?	-19%	-4%[59 µM]	-2%	-11%	-4%	20%	-19%
CCCCNC(=O)COC(=O)CCC(=O)c1ccc(F)cc1	3%	18%	-9%	18%[59 µM]	0%	-12%	2%	9%	-10%
Cc1ccc(S(=O)(=O)NC(C)(C)CSc2nnc(N)s2)cc1	-1%	8%	-9%	11%[12.7 µM]	-5%	-7%	0%	5%	1%
CCS(=O)(=O)N1CCC2(CC1)OCCN2S(=O)(=O)c1ccc(C)cc1	29%	/	/	-2%[0.501 µM]	0%	-5%	/	22%	-6%
COc1cccc(OC)c1C(=O)NC1C(=O)N2C1SC(C)(C)C2C(=O)O (stereo not drawn)	/	/	-8%	-5%[2.33 µM]	/	1%[60.1 µM]	-8%	/	/
CC(CN1CCCCC1)NC(=O)c1cccs1 (stereo not drawn)	-6%	-10%	-3%	21%	9%	-3%	-8%	-10%	3%
CC(=O)c1ccc(NC(=O)CO/N=C(\C)c2cccs2)cc1	-5%	-8%	2%	18%[59 µM]	5%	-5%	0%	10%	-19%
CCCN(CC(=O)Nc1ccc(Cl)cc1Cl)C(=O)c1ccc(=O)[nH]c1	12%	?	-12%	3%	-6%	-6%	-1%	-10%	5%
Nc1nc(-c2ccccc2)c(-c2ccccc2)s1	-1%	1%	?	40µM*	2%[57.1 µM]	-2%	-10%	?	-14%
CSc1nc2sc3c(c2c(=O)n1-c1ccc(C)c(Cl)c1)CCN(C(C)=O)C3	/	?	-5%	-24%[59 µM]	79µM*	6%	-20%	-2%	?
CN=C1S/C(=C\c2ccc(OCC(=O)OC)c(OC)c2)C(=O)N1C	25%	0%	-11%	?	-28%	11%	0%	3%	-3%
O=C(COc1cccc2c1CCNC2=O)Nc1cccc(C(F)(F)F)c1	9%	/	/	-6%	-4%	-11%	/	83%[activator]	-23%
Cc1c(C(=O)N2CCN(S(=O)(=O)c3ccc(F)cc3)CC2)oc2ccccc12	-14%	/	/	50µM*	0%	-2%	/	-7%	-16%
CCOC(=O)c1[nH]c2c(c1Cc1ccccc1OC)C(=O)CC(c1ccccc1)C2 (stereo not drawn)	/	3%	39%[activator]	1%[59 µM]	0%	-7%	-6%	27%	-14%
O=C(Nc1cccc(F)c1)c1ccc(S(=O)(=O)N2CCCC2)cc1	-4%	20%	-10%	10%[59 µM]	-1%	10%	-1%	14%	-10%
COc1cc(/C=N/NC(=S)Nc2cccnc2)cc(OC)c1O	-6%	13%	-6%	?	-3%	-18%	-3%	4%	-7%
O=C(NNS(=O)(=O)c1ccccc1)c1cccs1	3%	0%	-11%	-17%[59 µM]	6%	2%	6%	125%[activator]	-21%
Cn1c(C(=O)OC(C(=O)NC2CCCCC2)c2ccccn2)cc2sccc21 (stereo not drawn)	-4%	1%	-9%	?	?	-20%	-5%	22%	0%
CN(c1ccc(C(=O)NCC2CCCO2)cc1)S(C)(=O)=O (stereo not drawn)	-4%	-2%	-2%	?	-4%	-4%	1%	5%	-3%
Cc1cc(C(=O)Nc2ncn[nH]2)ccc1[N+](=O)[O-]	1%	31%	-10%	-7%[59 µM]	50µM*	-1%	-3%	-11%	-24%
Cc1cc(N2CCOCC2)nc2ccc(NC(=O)CCC(=O)N3CCC(C)CC3)cc12	-5%	10%	-2%	?	-15%	-9%	10%	12%	8%
CCOc1ccccc1-n1nnnc1SCC(=O)NC(=O)Cc1ccccc1	5%	/	/	10µM*	0%	-23%	/	16%	-5%
Cc1ccc(Cl)cc1-n1ncc2c(NCCc3ccccc3)ncnc21	/	8%	1%	-7%[59 µM]	13%	-8%[60.1 µM]	-10%	3%	-2%
COc1cc(/C=N/N(C)C2=NS(=O)(=O)c3ccccc32)cc(OC)c1OC	-14%	28%	45%[activator]	32%	9%	10%	-4%	24%	-4%
O=C(CN1C(=O)CSC1=O)Nc1ccc(N2CCOCC2)cc1	0%	-8%	-7%	16µM*	7%	3%	0%	-7%	-6%
CCOC(=O)c1c(N)sn(-c2ccccc2C)c1=S	-2%	6%	-20%	5.6µM*	?	-9%	-4%	?	-1%
O=C(Cn1cc(C(F)(F)F)ccc1=O)NC1CCCC1	-30%	/	/	-9%[12.7 µM]	5%	-9%	/	-29%	1%
O=S(=O)(c1cccs1)N1CCN(c2ccccn2)CC1	11%	24%	-9%	-14%[59 µM]	10%	-8%	6%	-3%	-4%
